Apoferritin bind = candidate novel general anesthetic via apoferritin binding; P02791; apoferritin/1-aminoanthracene competitive binding, fluorescence; Potency, µM (titrated, usually from 77.5 µM), without a hit: top-dose activity change, negative = displacement, hits mostly inhibitors; 350,000 tested, 0.074% active; also: potency is read from the fitted curve at half-maximal effect; % is scaled to controls: 0 for no effect and ±100 for the full control effect; nearly all actives have a fitted effect of over 20% in size
Target sequence (P02791 2-175 limits assumed): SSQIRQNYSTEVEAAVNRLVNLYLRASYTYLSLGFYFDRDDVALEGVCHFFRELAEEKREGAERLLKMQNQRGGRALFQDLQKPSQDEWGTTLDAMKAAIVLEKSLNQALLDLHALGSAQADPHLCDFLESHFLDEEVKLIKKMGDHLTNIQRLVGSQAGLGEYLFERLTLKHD
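Horse-spleen apoferritin (10 uM) was mixed with 50% saturated 1-aminoanthracene in PBS, exposed to compounds for 10 min at room temperature, and read for fluorescence (ex 380 nm, em 535 nm). Competitive displacement was fitted with a four-parameter Hill equation.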
Pol beta inh = DNA polymerase beta (human) inhibition; Potency, µM (top dose mostly 114 µM), without a hit: at the top dose activity change, negative = inhibition, usual class: inhibitors; P06746; 340,000 tested, 1.3% active; Pol beta primer extension/strand displacement, fluorescence kinetic; also: potency is read from the fitted curve at half-maximal effect; % is scaled to controls: 0 for no effect and ±100 for the full control effect
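Curves were derived by four-parameter Hill fits of normalized qHTS data. The kinetic fluorescent primer-extension read was taken at 0 and 10 min after 50 nM substrate, following a 15 min room-temperature preincubation of 10 nM enzyme with compounds.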
Pol iota inh = blocks human DNA polymerase iota activity | Q9UNA4 | Pol iota fluorescent replication assay, 10 min | Potency, µM (highest dose often 115 µM), for inactives: at the top dose activity, negative = inhibition, most hits filed as inhibitors | 390,000 tested, 1% active | AID 588590; also: potency is read from the fitted curve at half-maximal effect
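Fluorescent replication assay read twice, at 0 min and 10 min after adding 50 nM (final) substrate. Enzyme (10 nM) and compounds were first incubated 15 min at room temperature; enzyme-free buffer wells were negative controls.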
Pol eta inh = blocks human DNA polymerase eta activity; Q9Y253; recombinant Pol eta, fluorescent DNA replication assay; Potency, µM (series often up to 114 µM), without a hit: at the highest dose activity change, negative = inhibition, hits mostly inhibitors; 390,000 tested, 1.2% active; also: potency is read from the fitted curve at half-maximal effect; % is scaled to controls: 0 for no effect and ±100 for the full control effect
Target sequence (Q9Y253 whole entry, looked up): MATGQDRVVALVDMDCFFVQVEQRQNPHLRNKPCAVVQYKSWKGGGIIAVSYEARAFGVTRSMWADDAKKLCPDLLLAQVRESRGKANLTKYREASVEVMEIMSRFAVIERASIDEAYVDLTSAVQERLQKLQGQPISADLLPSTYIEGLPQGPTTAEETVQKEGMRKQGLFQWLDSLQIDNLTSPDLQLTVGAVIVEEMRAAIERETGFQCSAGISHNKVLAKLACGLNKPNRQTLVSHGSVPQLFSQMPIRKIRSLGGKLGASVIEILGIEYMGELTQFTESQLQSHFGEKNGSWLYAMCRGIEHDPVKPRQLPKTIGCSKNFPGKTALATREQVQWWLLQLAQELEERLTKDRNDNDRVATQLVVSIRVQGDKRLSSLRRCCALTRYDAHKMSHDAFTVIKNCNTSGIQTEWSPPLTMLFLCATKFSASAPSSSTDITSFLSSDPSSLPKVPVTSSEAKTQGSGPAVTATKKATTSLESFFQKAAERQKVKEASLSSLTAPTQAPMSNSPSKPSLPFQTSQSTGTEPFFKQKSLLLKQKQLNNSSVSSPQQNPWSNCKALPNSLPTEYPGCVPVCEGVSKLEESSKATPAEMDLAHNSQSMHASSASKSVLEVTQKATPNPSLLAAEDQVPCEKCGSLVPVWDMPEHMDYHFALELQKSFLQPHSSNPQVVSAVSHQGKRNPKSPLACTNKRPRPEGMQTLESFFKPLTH
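Pol eta (10 nM) was preincubated with compounds for 15 min at room temperature, after which fluorescent replication substrate (50 nM final) was added to start the reaction. Fluorescence was read kinetically at 0 and 10 min.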
Pol kappa inh = DNA polymerase kappa (human) inhibition. purified Pol kappa, fluorescent DNA synthesis assay, 10 min. Potency, µM (top dose mostly 107 µM), inactives show at the highest dose activity, negative = inhibition, most hits filed as inhibitors. 400,000 tested, 0.53% active; also: potency is read from the fitted curve at half-maximal effect; % is scaled to controls: 0 for no effect and ±100 for the full control effect
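Fluorescent qHTS in 1536-well format: enzyme (10 nM) and compound sat 15 min at room temperature before 50 nM substrate (final) was added. Signal taken at 0 and 10 min; no-enzyme buffer wells were negative controls.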
RXFP1 antagonist = blocks the human relaxin receptor RXFP1; Q9HBX9; HEK293-RXFP1, relaxin-stimulated cAMP HTRF, 30 min; hits give low values; activity change, negative = inhibition, % at 57.5 µM; 350,000 tested, 0.59% active;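 active = activity change of -60% or lower, but not beyond a set lower limit; inconclusive = change between -60% and -40%, or beyond the set limit; inactive = change above -40%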; also: % is scaled to controls: 0 for no effect and ±100 for the full control effect
APE1 inh = inhibitors of human APE1 endonuclease; recombinant APE1, TAMRA/BHQ-2 abasic DNA cleavage fluorescence; Potency, µM (series often up to 65.8 µM), without a hit: at the top dose activity change, negative = inhibition, most hits filed as inhibitors; 350,000 tested, 0.35% active; AID 2517;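 also: potency is read from the fitted curve at half-maximal effect; plate controls were vehicle for no effect and reference inhibitor for full effect; nearly all actives have a fitted effect of over 55% in size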
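APE1 at 0.75 nM preincubated 15 min at room temperature with compound. Reaction then started with 50 nM double-stranded THF-abasic substrate labelled with TAMRA/BHQ-2, and 525/598 nm fluorescence read kinetically. Activity taken as third-minus-first read difference, normalized to DMSO and NSC13755 controls.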
Tb PGK inh = T. brucei PGK inhibition; P07378; PGK/GAPDH coupled, Kinase-Glo luminescence, 60 min; Potency, µM (top dose mostly 57.5 µM), for inactives: top-dose activity change, negative = inhibition, most hits filed as inhibitors; 380,000 tested, 0.043% active; AID 602233; also: potency is read from the fitted curve at half-maximal effect; % is scaled to controls: 0 for no effect and ±100 for the full control effect; nearly all actives have a fitted effect of over 60% in size
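Recombinant glycosomal PGK reaction used 1,3-bisphosphoglycerate generated in-well by GAPDH (100nM final) in 100mM TEA pH 7.6, 5mM MgCl2, 0.01% Tween-20. After 60 minutes at room temperature, ATP was read by Kinase-Glo Plus luminescence end-point.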
BLM helicase inh = Bloom syndrome helicase (human) inhibition | recombinant BLM DNA unwinding, fluorescence dequenching | Potency, µM (titrated, usually from 56.1 µM), for inactives: top-dose activity change, negative = inhibition, usual class: inhibitors | 350,000 tested, 0.2% active;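 also: potency is read from the fitted curve at half-maximal effect; plate controls were vehicle for no effect and no enzyme for full effect; nearly all actives have a fitted effect of over 35% in size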
Starred values were filed as active, the others as inactive; i = inactive; u = inconclusive; x = not tested or not shown; [ ] = another dose, or the depositor's remark. Unless noted, calls follow the shape of the dose curve; as a rule, active = well fitted curve in the direction sought with a large enough effect; inconclusive = small, poorly fitted or top-dose-only effect, or another doubt; inactive = no such curve, though single readings can be large; an effect the other way counts as inactive or inconclusive. A portion of the library; count on the stated rates, not on these rows.

SMILES	Apoferritin bind	Pol beta inh	Pol iota inh	Pol eta inh	Pol kappa inh	RXFP1 antagonist	APE1 inh	Tb PGK inh	BLM helicase inh
O=C(c1cccc(Cl)c1Cl)N1CCN(c2ccccn2)CC1	5.7%	7.1%	-6.9%[58.9 µM]	-6.1%	-12.8%	-1.0	-5.0%	-4.1%	1.5%
COc1cccc(N2CCN(C(=O)C3CCN(S(=O)(=O)c4cn(C)cn4)CC3)CC2)c1	10.3%	12.4%	18.0%	-16.9%	-2.0%[60.1 µM]	-2.2	x	i	1.1%
COCCn1nnnc1CN1CCC(NC(=O)c2ccc(Br)cc2)CC1	-2.6%	20.5%	7.6%	6.5%	3.6%	15.4	7.3%	0.5%	0.5%
CC(=O)C1=C(O)C(=O)N(CC(=O)O)C1c1ccccc1Cl (stereo not drawn)	3.0%	22.4%	3.0%	-19.7%	-21.5%	-9.6	-2.7%	-6.5%	-3.1%
COc1ccccc1-c1cc(C(=O)N/N=C\c2cnn(C)c2C)c2ccccc2n1	-12.1%	11.5%	-15.6%	-14.3%	-16.8%	-1.5	u	4.7%	0.5%
Cc1nc(N2CCC(C)CC2)c(C#N)c(C)c1[N+](=O)[O-]	u	u	121.0%[activator]	-22.9%	3.8%	-15.9	-3.1%	i	-5.2%
O=C(CNc1cc(S(=O)(=O)N2CCOCC2)ccc1N1CCCC1)N1CCc2ccccc21	-12.8%	-13.5%	161.3%[activator]	-13.9%	0.0%	-3.4	7.0%	-2.4%	-10.7%
CCN(C(=O)CSc1nc2c(cnn2-c2ccccc2)c(=O)[nH]1)C1CCS(=O)(=O)C1 (stereo not drawn)	1.3%	9.8%	17.4%	-11.9%	-7.7%	x	-1.5%	7.0%	-8.7%
CCN(CC)c1ncnc2c1cnn2Cc1ccc(C)cc1	-2.9%	16.2%	124.5%[activator]	-4.6%	-6.7%	6.4	62.4%[activator]	-2.0%	-1.3%
O=C1CC(c2cccc(Br)c2)c2cc3c(cc2N1)CCC3 (stereo not drawn)	-7.5%	15.8%	4.2%	-14.8%	-2.5%	-8.3	1.5%	x	-8.7%
COc1ccc2[nH]c(C)c(C(=O)CN3CC(C)OC(C)C3)c2c1 (stereo not drawn)	-7.8%	28.5%	54.0%[activator]	-0.2%	-20.1%	0.2	13.3%	-0.9%	-2.4%
COc1ccc(NC(=O)COc2ccc(C)nc2[N+](=O)[O-])cc1S(N)(=O)=O	x	x	0.3%	-5.6%	-6.1%	3.8	-9.7%	-13.2%	x
CC(C)Oc1ccc(C(=O)Nc2c3c(nn2-c2ccccc2)CS(=O)(=O)C3)cc1	-22.1%	u	-5.6%	-3.7%	-18.2%	5.7	-18.1%	-1.7%	-3.4%
CCCN1CCN(CCCNC(=S)Nc2ccc(OC)cc2)CC1	-3.8%	-18.5%	15.4%	-21.2%	-2.3%	-14.1	0.5%	-2.1%	-1.4%
CN(C)CCCNS(=O)(=O)c1ccc(-n2nnc3ccccc32)c([N+](=O)[O-])c1	-8.9%	-0.2%	32.2%[activator]	-14.1%	-8.7%	14.7	44.0%	-0.6%	-1.2%
O=Cc1c(Cl)nc2ccccn12	-4.3%	20.7%	38.9%[activator]	-16.7%	1.1%	2.4	0.5%	i	-6.3%
COc1ccc(NC(=O)C2CCN(S(=O)(=O)c3cn(C)cn3)CC2)cc1Cl	-1.3%	32.2%	8.6%	-6.7%	-5.3%[60.1 µM]	0.2	x	i	0.6%
O=C(O)c1cc(N/N=C/c2cccc3ccccc23)ccc1Cl	-6.5%	80.0%	69.9%[activator]	u	-24.4%	0.9	-6.9%	-10.0%	2.6%
COc1ccc(-c2cc(C(F)(F)F)n3nc(C(=O)Nc4cc(C(F)(F)F)ccc4Cl)cc3n2)cc1OC	15.3%	19.2%	2.1%	-7.8%	6.0%	-11.4	x	-9.9%	-2.3%
CCCCCCN=C1CC(C)(C)CC(=O)/C1=C(/O)CCC	1.4%	0.9%	79.4%[activator]	-23.4%	-7.6%	-25.2	-1.5%	-5.8%	-6.6%
COc1ccc(C(=O)NCC(=O)N/N=C/c2cccnc2)cc1OC	-0.2%	3.7%	-14.6%	6.6%	-18.4%	-16.1	-17.6%	0.5%	-0.5%
COc1ccc(N2CCN(C(CNC(=O)C(=O)NCC(OC)OC)c3ccco3)CC2)cc1 (stereo not drawn)	-2.0%	3.8%	6.0%	-15.6%	-5.0%	-10.2	18.9%	-0.3%	0.0%
Cn1nc(C(F)(F)F)c(CNC(=O)C(C)(C)CCl)c1N1CCOCC1	-4.2%	8.7%	28.8%	-14.2%	-9.9%	0.7	-0.7%	0.6%	-2.2%
CC(=O)Nc1c(O)c2cccc3c2n(c1=O)CCC3	x	x	-4.7%[58.9 µM]	-12.5%	-10.9%	2.2	x	i	x
CCCCOC(C)n1cc(F)c(=O)[nH]c1=O (stereo not drawn)	-9.9%	10.4%	u	1.1%	2.5%	10.9	0.9%	-0.9%	-4.9%

Record cards, from the list above. Order of values: Apoferritin bind, Pol beta inh, Pol iota inh, Pol eta inh, Pol kappa inh, RXFP1 antagonist, APE1 inh, Tb PGK inh, BLM helicase inh
Listed for COc1ccc(N2CCN(C(CNC(=O)C(=O)NCC(OC)OC)c3ccco3)CC2)cc1 (stereo not drawn) → -2.0%, 3.8%, 6.0%, -15.6%, -5.0%, -10.2, 18.9%, -0.3%, 0.0%
Listed for COCCn1nnnc1CN1CCC(NC(=O)c2ccc(Br)cc2)CC1 → -2.6%, 20.5%, 7.6%, 6.5%, 3.6%, 15.4, 7.3%, 0.5%, 0.5%

Continuation.
SMILES	Apoferritin bind	Pol beta inh	Pol iota inh	Pol eta inh	Pol kappa inh	RXFP1 antagonist	APE1 inh	Tb PGK inh	BLM helicase inh
CCCc1cc(=O)[nH]c(SCC(=O)N2CCN(S(=O)(=O)c3ccccc3)CC2)n1	-6.6%	2.3%	137.3%[activator]	-20.2%	-3.7%	1.1	6.5%	i	5.4%
O=C(Nc1cccc(Cl)c1)c1nc[nH]c1C(=O)N1CCc2ccccc2C1	x	x	-0.5%	-12.1%	-7.5%	x	-4.3%	-7.1%	x
Cc1ccc(C2CC(=O)Oc3c(C(C)C)ccc(C)c32)cc1 (stereo not drawn)	0.8%[110 µM]	x	x	x	-12.6%	x	-6.2%	x	-7.7%[75.6 µM]
CC(=O)Nc1ccc(S(=O)(=O)n2cnc(C)c2)cc1	-1.0%	46.8%	-0.4%	-13.8%	-8.7%	2.2	14.4%	4.3%	0.0%
CN(C)C(=O)CCSc1nnc(-c2ccco2)o1	2.3%	62.1%	169.6%[activator]	-20.1%	-17.4%	-7.1	7.5%	-0.3%	-10.5%
O=C(Nc1cccc(Cl)c1)OCCOCCOC(=O)Nc1cccc(Cl)c1	x	x	12.4%	-16.8%	-4.5%	-39.3	x	-6.2%	x
COC(=O)c1ccc(C)c(NC(=O)CN2C(=O)c3ccccc3S2(=O)=O)c1	-1.7%	u	7.6%	-4.7%	0.2%	-8.6	-5.7%	0.0%	-2.8%
Cc1cccc(C)c1NC(=O)CSc1nnc(-c2cnccn2)n1C	-1.3%	1.6%	48.8%[activator]	-11.5%	-16.1%	-31.4	-7.7%	0.5%	-0.4%
Cc1cccc(N2CC(c3nc4ccccc4n3C)CC2=O)c1C (stereo not drawn)	-6.5%	-10.6%	26.7%	-5.3%	8.2%	-2.1	-1.4%	-1.2%	1.2%
Cc1cccc(C(=O)OCC(=O)Nc2ccc3c(c2)OCCO3)c1O	x	x	11.5%	-7.9%	-8.6%	-3.9	-5.9%	-1.2%	x
O=C1C(=O)N(Cc2cccs2)c2ccccc21	-14.5%	10.3%	119.0%[activator]	-17.3%	-9.1%	-12.7	21.5%	-1.9%	-4.7%
O=C(NCc1nc2ccccc2[nH]1)c1cc2ccccc2oc1=O	-17.2%	-0.8%	-1.7%	-5.8%	7.4%	-2.3	-1.1%	-6.1%	-1.4%
C=CCn1c(SCCOc2ccc(OC)cc2)nnc1C(C)NC(=O)Cc1ccc(OC)cc1 (stereo not drawn)	-14.5%	-11.3%	12.4%	-11.7%	-9.3%	2.8	10.3%	4.0%	2.5%
Cc1cc(C)nc(SCc2nnc(SCC(N)=O)o2)n1	2.1%	-0.7%	24.8%	-21.4%	2.0%	3.4	-1.3%	-5.9%	-2.5%
Cc1ccc(CN2C3=NC(=O)CN3c3ccccc32)cc1	-12.9%	10.2%	9.7%	-6.3%	-13.4%	9.2	24.1%	-8.5%	1.2%
Cc1cccc(N(C)C(=O)c2cc3c(=O)oc4ccc(C)cc4c3s2)c1	-5.3%	6.0%	22.3%	-13.9%	-13.9%	x	x	5.4%	-2.3%
CCOC(=O)C1C(c2ccc(O)c(OC)c2)NC(=O)NC1(O)C(F)(F)F (stereo not drawn)	-4.8%	13.7%	46.7%[activator]	-15.6%	-0.2%	0.6	-1.4%	-8.5%	0.7%
Cc1ccc2nc(N3CCN(C(=O)c4ccccc4F)CC3)c(C#N)cc2c1	x	x	24.6%	-17.6%	-3.4%	-7.0	x	-1.3%	x
CCN(C(=O)CCS(=O)(=O)c1ccc2c(c1)CCN2C(C)=O)c1cccc(C(F)(F)F)c1	-10.7%	12.2%	-1.6%	-7.1%	-12.7%	x	x	-6.5%	-0.9%
Cc1cc(C)cc(N(CC(=O)O)S(=O)(=O)c2c(C)noc2C)c1	-11.6%	u	0.6%	12.4%	-9.8%	-31.9	-2.3%	-1.5%	-0.8%
Cc1ccc(S(=O)(=O)N2CCOCC2)cc1C(=O)OCC(=O)NC1CCCC1	x	x	9.4%	-22.5%	-3.5%	6.7	2.0%	0.9%	x

Part of the list above, limited to Pol eta inh, Pol iota inh and Tb PGK inh:
| SMILES | Pol eta inh | Pol iota inh | Tb PGK inh |
| --- | --- | --- | --- |
| Cc1cccc(N2CC(c3nc4ccccc4n3C)CC2=O)c1C (stereo not drawn) | -5.3% | 26.7% | -1.2% |
| Cc1cc(C)nc(SCc2nnc(SCC(N)=O)o2)n1 | -21.4% | 24.8% | -5.9% |
